# AddAB inh: growth inhibition of E. coli expressing H. pylori AddAB, primary screen, AddAB inhibitor project, absorbance | AID 435030, 2010 | hit rate 0.29% among 330,000 | inhibition, % at 11.9 µM; in the data active = inhibition above about 12%;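 note: 0% = vehicle wells of infected cells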
# phage Ecoli inh: growth loss of phage-infected E. coli, primary screen, RecBCD inhibitor project, absorbance, with phage, HTS; inhibition, % at 11.9 µM; hit rate 0.26% among 360,000; in the data active = inhibition above about 11%
# HTR5A ag ctr: HTR5A agonists in luminescence cell assay, primary screen, counter-screen for OPRM1-OPRD1 heterodimer agonist project, full-deck HTS; hit rate 0.61% among 340,000; AID 504692, 2011; cell-based; activation, % at 9.3 µM; 5-hydroxytryptamine receptor 5A (Homo sapiens), P47898; in the data active = activation mostly above about 9.5%, no sharp cut-off; inactive = mostly below about 7.6%;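 note: 0% = cells with vehicle only and 100% = reference agonist; strong numbers were not always called active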
# Target sequence (P47898 whole entry, looked up): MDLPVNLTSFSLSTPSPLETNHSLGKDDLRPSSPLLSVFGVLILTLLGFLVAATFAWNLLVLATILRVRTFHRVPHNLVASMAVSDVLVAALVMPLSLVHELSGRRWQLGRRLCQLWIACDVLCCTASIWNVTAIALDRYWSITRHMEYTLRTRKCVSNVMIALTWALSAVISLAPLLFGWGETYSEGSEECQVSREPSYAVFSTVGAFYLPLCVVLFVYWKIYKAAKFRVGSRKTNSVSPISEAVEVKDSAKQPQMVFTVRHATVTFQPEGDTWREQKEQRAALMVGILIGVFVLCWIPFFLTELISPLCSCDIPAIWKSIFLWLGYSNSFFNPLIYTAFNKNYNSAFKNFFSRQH
# PKA-R1A activ: activators of PKA-R1A holoenzyme, primary screen, biochemical, fluorescence polarization, Cy5-IP20, bovine R1A, mouse PKAc | cAMP-dependent protein kinase type I-alpha regulatory subunit (Bos taurus) + … | PKA-R1A dissociation; scaled: DMSO 0%, 113 µM cGMP 100% | activation, % at 11.4 µM | hit rate 0.083% among 340,000 | AID 504707, 2011;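 active = percent activation above the mean of all tested compounds plus 3 SD, cut at about 19% in these data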;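 note: higher means more PKAc released from R1A so a rise in polarization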
# E coli growth: E. coli V3065 growth inhibition, primary screen, counter-screen for AddAB inhibitor project, absorbance, OD600. 18 h. inhibition, % at 11.9 µM. hit rate 0.27% among 330,000. AID 449728, 2010;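 active = inhibition above the campaign's mean inhibition across all tested compounds plus 3 SD, cut at about 9.9% in these data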;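 note: uninfected addAB+ strain grown without phage in ampicillin broth; 0% = DMSO wells and 100% = ciprofloxacin 0.95 µg/ml wells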
# Mot1-301 SUMO: yeast Mot1-301 growth rescue at high temperature, primary screen, SUMOylation pathway inhibitor project, S. cerevisiae, ATP luminescence, 38.5C; S. cerevisiae Mot1-301 growth rescue; percent above DMSO median, 100 means doubled; growth rescue, % at 18.8 µM; hit rate 1% among 320,000;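 active = every valid replicate shows activation above 250% relative to neutral control wells; inactive = the rest, any valid replicate at or below 250%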;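 note: OY570 slx delta 5 strain wells were the positive control but not used for scaling; some compounds called inactive have numbers as strong as hits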
# PKA-R2B activ: activators of PKA-R2B holoenzyme, primary screen, biochemical, fluorescence polarization, Cy5-IP20, human; cAMP-dependent protein kinase catalytic subunit beta (Homo sapiens) + cAMP-dependent …; hit rate 0.079% among 340,000; PKA-R2B holoenzyme dissociation; R2B truncated from residue 108, S112A mutant; 0% DMSO only, 100% 113 µM cGMP; activation, % at 11.4 µM;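 active = activation above a cutoff set at the mean over all compounds plus 3 SD, cut at about 18% in these data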;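 note: higher means more holoenzyme dissociation and a rise in polarization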
# HTR5A inv ctr: HTR5A inverse agonists in luminescence cell assay, primary screen, counter-screen for OPRM1-OPRD1 heterodimer inverse agonist project, full-deck HTS | hit rate 0.083% among 340,000 | 5-hydroxytryptamine receptor 5A (Homo sapiens), P47898 | HTR5A cell line, inverse agonism | inhibition, % at 9.3 µM; in the data active = inhibition mostly above about 23%, no sharp cut-off; inactive = mostly below about 18%;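 note: 0% = cells with DMSO and 100% = no-cell wells with DMSO; some compounds called inactive have numbers as strong as hits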
# Tat transport: E. coli Tat export inhibitors, primary screen, MC4100, TorA-mCherry reporter, fluorescence, single point; hit rate 0.036% among 340,000; AID 488895, 2010; inhibition, % at 10 µM;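 active = mean replicate inhibition at least 50% and at least half of replicates individually reaching 50%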;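 note: exported cargo escapes ClpAP degradation while cytoplasmic cargo is degraded and loses fluorescence; 0% = median of neutral control wells and 100% = median of NaSCN control wells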
# CDK5 p35 inh: inhibitors of human CDK5/p35 kinase, primary screen, biochemical, single concentration | Cyclin-dependent kinase 5 (Homo sapiens) + Cyclin-dependent kinase 5 activator 1 (Homo … | Recombinant CDK5/p35, ADP-Glo luminescence, 60 min | inhibition, % at 10 µM | hit rate 0.01% among 330,000;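 active = highest replicate inhibition of at least 50% and at least 75% of replicates reaching 50%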;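 note: plate controls were DMSO neutral control for no effect and GW8510 at 10 µM for full effect; many of its hits are not listed in these tables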
# Target sequence (Q00535 whole entry, looked up): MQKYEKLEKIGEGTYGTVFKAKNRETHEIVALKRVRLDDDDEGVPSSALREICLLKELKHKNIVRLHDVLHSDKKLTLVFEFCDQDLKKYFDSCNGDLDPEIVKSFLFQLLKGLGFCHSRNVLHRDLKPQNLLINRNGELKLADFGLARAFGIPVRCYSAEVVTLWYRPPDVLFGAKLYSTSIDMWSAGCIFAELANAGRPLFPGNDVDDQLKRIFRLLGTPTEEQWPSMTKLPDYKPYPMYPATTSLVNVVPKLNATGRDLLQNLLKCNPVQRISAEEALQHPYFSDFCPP
# Target sequence (Q15078 whole entry, looked up): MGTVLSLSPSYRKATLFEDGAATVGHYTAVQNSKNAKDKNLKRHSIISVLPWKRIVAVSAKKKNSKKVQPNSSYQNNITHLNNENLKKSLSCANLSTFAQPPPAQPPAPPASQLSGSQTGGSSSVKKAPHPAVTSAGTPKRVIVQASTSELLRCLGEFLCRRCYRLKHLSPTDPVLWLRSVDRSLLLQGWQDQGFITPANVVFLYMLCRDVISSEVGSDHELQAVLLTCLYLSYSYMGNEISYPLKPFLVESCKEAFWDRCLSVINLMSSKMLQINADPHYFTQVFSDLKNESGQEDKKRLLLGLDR
# DAGLB inh: DAGLB lipase inhibitors, primary screen, biochemical, fluorescence, HTS | HEK293T DAGLB membrane lysate, EnzChek fluorogenic substrate | inhibition, % at 5.17 µM | hit rate 0.059% among 340,000; in the data active = inhibition above about 34%;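 note: 0% = enzyme with vehicle and 100% = wells lacking enzyme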
# The depositor's hits bear a star; i = inactive; / = no result given.
SMILES,AddAB inh,phage Ecoli inh,HTR5A ag ctr,PKA-R1A activ,E coli growth,Mot1-301 SUMO,PKA-R2B activ,HTR5A inv ctr,Tat transport,CDK5 p35 inh,DAGLB inh
O=C(Nc1ccc(-c2csc(-c3ccccc3)n2)cc1)c1ccccc1,0.7,4.0,2,5,-0.8,196,-5,-33,6,-1.4,-6
N#CC1=C(N)NC(SCC(=O)O)=C(C#N)C12CCCC2,4.6,1.4,-2,-4,2.2,-2,-5,8,-2,-0.4,-1
C=CCOC(=O)CC(NC(=O)c1ccccc1)c1ccccc1 (stereo not drawn),0.3,0.7,3,0,1.2,28,-5,-3,-6,-2.2,-4
Cc1noc(C)c1C(=O)NC1CCCc2ccccc21 (stereo not drawn),0.2,3.0,0,6,0.2,-9,-3,-2,8,0.2,0
Cc1sc(NC(=O)c2ccco2)nc1-c1ccccc1,3.7,4.6,5,-22,4.0,11,0,9,-12,1.5,3
CC(=O)CSc1ncnc2scc(-c3ccc(F)cc3)c12,0.1,2.5,1,1,0.4,-29,-21,-4,2,0.6,0
Cc1nc(N2CCC(C)CC2)c2oc3ccccc3c2n1,3.7,1.2,3,-3,1.2,-9,-6,-18,2,-2.4,-16
CCN1C(=O)C2(C(C#N)=C(N)Oc3n[nH]c(COC)c32)c2ccccc21 (stereo not drawn),3.8,3.5,-2,-5,0.2,4,-3,-2,7,-0.2,0
Cc1cccc(NC(=S)NCCc2ccc(F)cc2)c1C,0.7,2.0,3,-1,-2.2,4,3,-7,4,1.4,-3
CCOc1ccccc1NC(=O)COC(=O)C(CC)c1ccccc1 (stereo not drawn),0.2,1.5,-2,0,-1.2,30,1,-10,5,-2.8,-7
C=CCn1c(SCC(=O)Nc2cccc(S(N)(=O)=O)c2)nnc1C1CCCCC1,2.6,0.5,-6,1,-0.8,/,2,14,9,0.1,0
O=[N+]([O-])c1ccccc1S(=O)(=O)Nc1ccn(Cc2c(F)cccc2Cl)n1,2.7,1.4,-4,-16,0.3,22,0,15,6,-0.2,2
O=S(=O)(c1cccc(-c2nc3n(n2)Cc2ccccc2-3)c1)N1CCCC1,0.4,1.9,10,3,-0.7,3,-6,-26,2,-2.2,-3
NS(=O)(=O)c1ccc(CCNC(=O)CSc2nnc3ccccn23)cc1,-3.1,0.3,-2,15,-0.1,-17,0,-2,-9,0.6,-1
CCCCCC(=O)Nc1cc(S(=O)(=O)N2CCOCC2)ccc1N1CCCCC1,2.4,-0.1,3,0,0.1,-5,-7,-12,9,1.2,-4
CCOC(=O)Cn1nc(C)c(NC(=O)c2ccc(Cl)c([N+](=O)[O-])c2)c1C,1.4,3.7,6,-10,3.1,/,-1,-14,-3,0.4,-3
CCc1nonc1NC(=O)c1oc2c(C)c(C)ccc2c1C,0.4,2.9,4,1,-0.7,/,4,-15,-8,-0.9,-9
COc1ccc(C(=O)NC2CCCc3ccccc32)cc1OC1CCN(C(C)=O)CC1 (stereo not drawn),3.5,2.3,-6,-14,1.1,1,-6,4,18,-6.1,2
COc1cc(CN2CCN(Cc3cn(C)c4ccccc34)CC2CCO)cc(OC)c1 (stereo not drawn),-0.1,1.3,1,0,-0.3,9,-6,-2,2,1.2,2
Cc1ccc(C(=O)NC(=S)NNC(=O)c2cccc([N+](=O)[O-])c2)cc1,/,-6.3,0,-9,/,i,-10,2,-6,3.4,3
O=C(c1ccc(-c2cc3ccccc3oc2=O)cc1)N1CCN(c2ccc(Cl)cc2[N+](=O)[O-])CC1,0.9,5.2,-1,12,-0.8,/,4,-3,6,0.0,6
N#Cc1cccn1-c1nccc(-c2cccs2)n1,1.8,2.2,-2,-14,-1.5,1,-9,5,-3,0.4,-1
C=CCn1c(C)cc(C(=O)COc2ncnc3sccc23)c1C,2.0,-1.2,-7,-6,0.1,-14,-7,18,2,-1.0,6
Cc1oc2c(O)c(O)ccc2c(=O)c1-c1cnn(-c2ccccc2)c1,1.6,0.6,3,-4,-1.4,-1,4,-27,-1,0.9,28
O=C(O)CCCNc1ccc([N+](=O)[O-])c(NCCCC(=O)O)n1,1.9,3.1,/,/,-2.8,2,/,/,6,-2.9,/
Cc1ccc(-c2csc3ncn(CC(=O)N4CCOCC4)c(=O)c23)cc1C,-1.9,1.8,-2,-7,-1.1,/,0,-28,1,-1.6,-4
Cc1ccc(OCCNC(=O)/C=C/c2ccco2)cc1C,3.0,2.9,-1,-6,1.7,-14,-11,2,5,-0.9,-1
Cc1sc2ncnc(N[C@@H](Cc3ccccc3)C(=O)O)c2c1C,-1.1,0.0,1,-6,-1.4,-9,-6,-2,8,-1.0,1
Cc1cc(S(=O)(=O)Nc2ccc(N3CCOCC3)cc2)ccc1Br,2.0,2.6,0,-6,-0.3,11,-8,8,9,0.6,4
CCCN(CC(=O)Nc1ccc(F)c(F)c1F)C(=O)c1ccc(=O)n(Cc2ccccc2)n1,3.1,0.4,-3,2,2.2,83,-16,6,-8,0.0,0
Cc1oc2c(CN3CCCCC3C)c(O)ccc2c(=O)c1-c1ccccc1 (stereo not drawn),-1.3,2.1,0,-6,0.3,-8,-2,-2,2,-0.4,-4
Cn1cc(S(=O)(=O)CC(=O)Nc2ccc(Br)cc2)c2ccccc21,3.4,2.7,1,-13,0.0,-3,-5,-3,6,-0.1,1
CC(C)CC(C(=O)OCC(=O)Nc1cccc(Cl)c1)N1C(=O)C2CC=CCC2C1=O (stereo not drawn),2.2,1.6,-3,2,2.2,-12,-10,-9,15,-0.9,-6
C[C@H](CO)N1C[C@H](C)[C@@H](CN(C)Cc2ccc(C(=O)O)cc2)Oc2c(NC(=O)Cc3ccccc3)cccc2C1=O,0.6,3.0,4,0,1.8,11,-9,-1,-3,-0.6,3
Cc1cccc(Cc2nnc(CCC(=O)N3CCCCC3c3nccs3)o2)c1 (stereo not drawn),3.1,4.1,-2,-2,0.2,-3,2,5,2,0.0,-1
Cc1cc(=O)[nH]c(NN=C2CCC(C(C)(C)C)CC2)n1 (stereo not drawn),4.3,4.5,3,13,2.6,0,-6,-35,-18,-0.6,-2
O=[N+]([O-])c1ccc(C(O)CN2CCN(c3ccccc3)CC2)cc1 (stereo not drawn),-0.9,-0.6,-3,4,0.4,-2,-8,10,-2,-0.4,-7
CCn1c(Cc2ccc(OC)cc2)nnc1SCC(=O)NC1CC1,1.1,2.4,-2,-4,-1.2,-10,-5,6,1,-0.6,-2
O=C(Nc1nnc(CCc2ccccc2)s1)c1ccc(F)cc1,-0.2,1.3,0,-8,0.3,-1,-8,-1,9,0.1,-1
O=C(CCc1nnc(CCC2CCCCC2)o1)NCCc1ccccn1,1.5,-0.5,1,-3,0.0,8,-5,2,-4,1.0,-4
Cc1ccc(CC(=O)NCC2CCCCC2)cc1,3.7,/,3,-7,0.0,14,-5,-11,3,-1.7,-9
CCc1ccc2c(c1)CCCN2C(=O)c1ccccc1C(=O)O,-1.9,1.5,4,0,-2.9,94,-2,-8,2,0.3,1
O=S(=O)(Nc1ccc(F)cc1Cl)c1ccc(-c2cnc(C3CC3)o2)cc1,0.4,1.3,5,-7,-1.9,/,-5,-26,15,/,1
O=C(Nc1ccsc1C(=O)O)c1ccccc1,4.0,-0.6,7,-8,0.8,328,6,-27,1,-1.6,4
Cc1ccc(C(=O)N2C3C=CC(C3)C2(C(F)(F)F)C(F)(F)F)cc1 (stereo not drawn),3.8,3.4,-12,4,-2.3,0,7,-5,-1,-1.9,-4
O=C(NCCN1CCOCC1)c1ccccc1[N+](=O)[O-],0.6,3.0,0,-1,-0.6,-8,-9,-6,-4,-2.6,1
COc1ccccc1N/C=C/C(=C(C#N)C#N)N(C)C,2.8,5.4,0,-7,-2.4,8,-6,1,-7,1.0,1
COc1cc(NC(=O)C2C3C=CC(C3)C2C(=O)O)ccc1NC(=O)c1ccccc1 (stereo not drawn),0.4,1.5,1,-8,2.6,-25,-9,-3,7,1.3,1
O=C(CN1CCN(Cc2ccccc2)CC1)NC(c1ccccc1)c1ccccc1,-0.6,-2.6,1,-12,-2.7,4,0,26,12,0.0,1
Cc1cc(C(=O)CN2CCCCC2)c(C)n1-c1ccc(F)cc1,0.8,1.3,2,-10,-1.2,5,-5,-37,-5,-1.5,2

# Reformatted: 11 of the compounds above
SMILES	AddAB inh	phage Ecoli inh	HTR5A ag ctr	PKA-R1A activ	E coli growth	Mot1-301 SUMO	PKA-R2B activ	HTR5A inv ctr	Tat transport	CDK5 p35 inh	DAGLB inh
O=C(Nc1nnc(CCc2ccccc2)s1)c1ccc(F)cc1	-0.2	1.3	0	-8	0.3	-1	-8	-1	9	0.1	-1
O=C(CCc1nnc(CCC2CCCCC2)o1)NCCc1ccccn1	1.5	-0.5	1	-3	0.0	8	-5	2	-4	1.0	-4
Cc1ccc(CC(=O)NCC2CCCCC2)cc1	3.7	/	3	-7	0.0	14	-5	-11	3	-1.7	-9
CCc1ccc2c(c1)CCCN2C(=O)c1ccccc1C(=O)O	-1.9	1.5	4	0	-2.9	94	-2	-8	2	0.3	1
O=S(=O)(Nc1ccc(F)cc1Cl)c1ccc(-c2cnc(C3CC3)o2)cc1	0.4	1.3	5	-7	-1.9	/	-5	-26	15	/	1
O=C(Nc1ccsc1C(=O)O)c1ccccc1	4.0	-0.6	7	-8	0.8	328	6	-27	1	-1.6	4
Cc1ccc(C(=O)N2C3C=CC(C3)C2(C(F)(F)F)C(F)(F)F)cc1 (stereo not drawn)	3.8	3.4	-12	4	-2.3	0	7	-5	-1	-1.9	-4
O=C(NCCN1CCOCC1)c1ccccc1[N+](=O)[O-]	0.6	3.0	0	-1	-0.6	-8	-9	-6	-4	-2.6	1
COc1ccccc1N/C=C/C(=C(C#N)C#N)N(C)C	2.8	5.4	0	-7	-2.4	8	-6	1	-7	1.0	1
COc1cc(NC(=O)C2C3C=CC(C3)C2C(=O)O)ccc1NC(=O)c1ccccc1 (stereo not drawn)	0.4	1.5	1	-8	2.6	-25	-9	-3	7	1.3	1
O=C(CN1CCN(Cc2ccccc2)CC1)NC(c1ccccc1)c1ccccc1	-0.6	-2.6	1	-12	-2.7	4	0	26	12	0.0	1
